# Assay outcomes (PubChem)
# CHT inh: inhibitors of human choline transporter CHT | High affinity choline transporter 1 (Homo sapiens), Q9GZV3 | CHT-expressing cells, membrane potential dye, choline response; stronger effect = lower value | B-score at 10 µM | 310,000 compounds, 0.86% hits | AID 488975, 2010;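 active = B-score over 3 SD under the library average, and starting fluorescence ratio not unusually high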;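 note: choline stimulus applied at its EC90 after an EC20 pre-addition; B-score computed on integrated fluorescence ratio after choline addition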
# Target sequence (Q9GZV3 whole entry, looked up): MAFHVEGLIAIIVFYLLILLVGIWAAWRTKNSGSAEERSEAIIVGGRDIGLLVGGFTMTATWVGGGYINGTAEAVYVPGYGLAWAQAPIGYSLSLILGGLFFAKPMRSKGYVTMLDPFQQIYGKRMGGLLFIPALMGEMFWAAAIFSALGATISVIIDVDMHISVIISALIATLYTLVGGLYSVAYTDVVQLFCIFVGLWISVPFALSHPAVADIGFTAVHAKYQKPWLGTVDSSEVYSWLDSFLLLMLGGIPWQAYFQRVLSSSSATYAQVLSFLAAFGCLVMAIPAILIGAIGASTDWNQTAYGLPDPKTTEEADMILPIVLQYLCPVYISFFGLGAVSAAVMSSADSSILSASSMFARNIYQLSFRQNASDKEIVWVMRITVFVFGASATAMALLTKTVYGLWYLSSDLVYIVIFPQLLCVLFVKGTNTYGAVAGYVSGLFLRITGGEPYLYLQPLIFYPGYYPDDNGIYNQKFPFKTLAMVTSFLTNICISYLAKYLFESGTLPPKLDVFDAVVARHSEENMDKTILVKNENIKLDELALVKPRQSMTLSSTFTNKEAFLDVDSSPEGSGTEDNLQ
# CHT PAM: CHT positive allosteric modulators, primary screen, cell-based, membrane potential dye, choline EC20; High affinity choline transporter 1 (Homo sapiens), Q9GZV3; CHT-expressing cells; stronger effect = higher value; LV-AA mutant CHT in HEK293 cells; B-score at 10 µM; 310,000 compounds, 0.49% hits; AID 488977, 2010;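 active = initial fluorescence not abnormally high and integrated response B-score, plate-corrected, over 3 SD above library mean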
# STK33 inh: inhibitors of purified STK33 kinase, primary screen, biochemical, ADP-Glo luminescence, homogeneous, cell-free | Serine/threonine-protein kinase 33 (Homo sapiens), Q9BYT3 | MBP phosphorylation | inhibition, % at 10 µM | 320,000 compounds, 0.073% hits;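 active = inhibition at or above 25%, using the most active replicate where run in duplicate; inactive = inhibition below 25%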
# Target sequence (Q9BYT3 whole entry, looked up): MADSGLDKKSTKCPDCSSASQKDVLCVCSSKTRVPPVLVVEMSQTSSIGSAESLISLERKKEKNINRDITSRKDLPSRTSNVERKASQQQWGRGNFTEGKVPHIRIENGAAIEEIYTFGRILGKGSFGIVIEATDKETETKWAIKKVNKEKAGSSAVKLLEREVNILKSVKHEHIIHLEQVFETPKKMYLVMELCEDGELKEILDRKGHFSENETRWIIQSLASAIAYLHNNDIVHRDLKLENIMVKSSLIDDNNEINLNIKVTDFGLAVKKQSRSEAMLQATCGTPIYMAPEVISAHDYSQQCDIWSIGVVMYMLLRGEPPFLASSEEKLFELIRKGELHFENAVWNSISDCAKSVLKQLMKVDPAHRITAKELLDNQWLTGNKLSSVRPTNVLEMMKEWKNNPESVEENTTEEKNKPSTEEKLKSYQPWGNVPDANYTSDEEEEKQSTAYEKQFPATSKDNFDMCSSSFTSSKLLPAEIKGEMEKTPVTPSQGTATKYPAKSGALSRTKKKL
# An asterisk follows results filed as active; i = inactive; nt = not tested or not shown.
canonical_smiles	CHT PAM	CHT inh	STK33 inh
COc1ccc(-c2[nH]nc3c2C(c2ccc(OC(=O)N4CCOCC4)cc2)C(C#N)=C(N)O3)cc1 (stereo not given)	i	i	0.0
CCC(C)NC(=O)CSC1=Nc2ccccc2C2=NC(CC(=O)NCc3ccccc3)C(=O)N12 (stereo not given)	i	i	-3.7
O=C(Cc1ccsc1)NNC(=O)c1ccccc1O	i	i	-1.0
CCCOc1ccc(N2C(=O)CC(NNC(=O)c3ccc(COc4ccccc4)o3)C2=O)cc1 (stereo not given)	i	i	-0.4
COc1ccccc1-c1cc2nc(C)c(CCC(=O)NCc3ccc(F)cc3)c(C)n2n1	i	i	1.0
COc1ccc(/C=C2\SC(=O)N(CC(=O)NCCCn3ccnc3)C2=O)cc1	i	i	1.2
O=C(O)CSc1nnc(-c2ccncc2)n1Cc1ccccc1	i	i	-1.1
COc1cccc(CN2CC(C(=O)NCCOc3ccccc3)CCC2=O)c1 (stereo not given)	i	i	1.4
CC1(C)CC(=O)C(=CN2CCOCC2)C(=O)C1	i	i	-0.9
Cc1ccc(C)c(OCCC(=O)OCC(=O)N2CCN(c3ccccc3)CC2)c1	i	i	-0.7
Cc1[nH]n2c(=O)c3c(nc2c1-c1ccc(F)cc1)CCCC3	i	i	-1.0
COc1cc(-c2nc3ccc4ccccc4c3c3c2CCC3)ccc1O	i	i	-0.5
CC1=CC(C)=Nc2ccccc2N1	i	i	-1.2
COc1ccc(-c2nc(CN3CCCCC3CCc3ccccn3)c(C)o2)cc1 (stereo not given)	i	i	0.3
Cn1cnc([N+](=O)[O-])c1SCC(=O)NN	i	i	-1.2
CCOc1ccc(-n2c(=S)sc3c(=O)[nH]c(SCC(=O)C(C)(C)C)nc32)cc1	i	i	-2.5

# 6 compounds picked at random from those above, as already listed:
canonical_smiles	CHT PAM	CHT inh	STK33 inh
Cc1ccc(C)c(OCCC(=O)OCC(=O)N2CCN(c3ccccc3)CC2)c1	i	i	-0.7
COc1cc(-c2nc3ccc4ccccc4c3c3c2CCC3)ccc1O	i	i	-0.5
COc1ccc(-c2nc(CN3CCCCC3CCc3ccccn3)c(C)o2)cc1 (stereo not given)	i	i	0.3
Cc1[nH]n2c(=O)c3c(nc2c1-c1ccc(F)cc1)CCCC3	i	i	-1.0
CC1(C)CC(=O)C(=CN2CCOCC2)C(=O)C1	i	i	-0.9
Cn1cnc([N+](=O)[O-])c1SCC(=O)NN	i	i	-1.2

# The results go on:
canonical_smiles	CHT PAM	CHT inh	STK33 inh
COc1ccccc1NC(=O)C1CCN(C(=O)c2ccc(C(C)(C)C)cc2)CC1	i	i	-0.2
COc1ccc(CN2CCCC(CO)(Cc3ccc(F)cc3)C2)cc1C (stereo not given)	i	i	0.5
O=c1nc(-c2ccccc2)n(-c2ccc(Cl)cc2)[nH]1	i	i	0.3
O=C(c1ccc(F)cc1F)N1CCN(c2ncccn2)CC1	i	i	-0.1
OCCSc1nc2ccccc2n1CCOc1ccccc1	i	i	0.4
COc1cc(C2NC(=O)NC(c3ccccc3)=C2C(C)=O)ccc1OCC(=O)O (stereo not given)	i	i	0.4
Cc1cc(NC(=O)CSc2nc(-c3ccc(Cl)cc3)cs2)no1	i	i	-1.3
O=[N+]([O-])c1cccc(NC(=S)N2CCOCC2)c1	i	i	nt
CCN1C(=O)NC(c2cccnc2)C(C(=O)OC)=C1C (stereo not given)	i	i	-1.3
O=C(c1ccco1)N1CCN(C(=O)C2c3ccccc3Oc3ccccc32)CC1	i	i	0.2
CCCCCCn1c(SCC(=O)OC)nc2c1c(=O)[nH]c(=O)n2C	i	i	-1.4
COCCCNC(=S)N(CCCO)Cc1cc2cc3c(cc2[nH]c1=O)OCCO3	i	i	0.3
O=C(CN1CCN(c2ccc(F)cc2)CC1)Nc1cc(C(F)(F)F)ccc1Cl	i	i	0.8
CCn1cc(C(=O)OCC(=O)NCc2ccc3c(c2)OCO3)c(=O)c2ccc(C)nc21	10.2*	i	0.1
O=C(O)C1C2C=CC(C3CC23)C1C(=O)N1CCc2ccccc21 (stereo not given)	i	i	-0.1
CC1(c2nnc(-c3cccc(Cl)c3)o2)CC(c2ccc(C#N)cc2)=NO1 (stereo not given)	i	i	-0.2
Cc1sc2nc(Cc3ccccc3)[nH]c(=O)c2c1-c1ccccc1	i	i	-0.1
O=C(NCCc1ccccc1)c1cc(S(=O)(=O)N2CCCC2)ccc1F	i	i	-1.0
Cc1ccc(NC2=C/C(=N\S(=O)(=O)c3cccs3)c3ccccc3C2=O)c(C)c1	i	i	1.1
CC1CC(=O)C2=C(C1)Nc1ccccc1N(C(=O)COc1ccccc1)C2c1ccco1 (stereo not given)	i	i	-0.7
COc1ccc(C(=O)SC2=NCCS2)cc1OC	i	i	-1.6
COc1ccc(C(=O)NCC(=O)N/N=C/c2ccco2)cc1OC	i	i	13.3
COCc1nnc(NC(=O)CCCOc2ccccc2OC)s1	i	i	-0.3
Cc1ccccc1N1CCN(Cc2cc3c(cc2[N+](=O)[O-])OCO3)CC1	i	i	2.4
COc1ccc(C2CC(c3ccccc3)=NN2C(=O)CSc2ncccn2)cc1 (stereo not given)	i	i	-0.2
COc1ccc(/C(C)=N/Nc2ccc(C(=O)O)cc2)cc1OC	i	i	nt
C/C(=N/NS(=O)(=O)c1ccc(C(C)(C)C)cc1)c1ccc2c(c1)OCO2	i	i	-0.2
COc1ccc(C2=NS(=O)(=O)N(C)C(C(=O)N(C)Cc3ccccc3)=C2)cc1	i	i	-0.1
Cn1c(SCC(=O)NCc2cccs2)nnc1-c1ccco1	i	i	3.7
COc1ccc(NC(=O)CN(C)C(=O)c2ccc(-c3ccccc3Cl)o2)cc1	i	i	-1.7
Cc1cc(Nc2ccc3c(c2)OCCO3)n2ncnc2n1	i	i	-6.4
Cc1ccc(S(=O)(=O)N2CCN(C(=S)NCCc3ccccc3)CC2)cc1	i	i	-0.1
COC(=O)[C@H](Cc1ccccc1)NC(=O)NCc1ccccc1	i	i	-0.7
CCCN(Cc1ccccc1)C(=S)Nc1ccc(F)cc1	i	i	nt
CCOc1ccccc1NC(=O)Nc1cc(C(=O)O)ccc1C	i	i	1.5
O=C(NCc1nnc(SCc2ccc(C(F)(F)F)cc2)n1-c1ccccc1)C12CC3CC(CC(C3)C1)C2	i	i	0.3
CCn1c(C)cs/c1=N\C(=S)Nc1ccccc1C	i	i	-0.7
COc1ccc(N2CCN(C(=O)CCCn3nnnc3CN3CCOCC3)C(C)C2)cc1 (stereo not given)	i	i	-1.2
CSc1ccc(/C=C/c2cc(=O)c3ccccc3[nH]2)cc1	i	i	3.3
NC(=O)CNC(=O)[C@@H]1CC2(CC(c3cccc(Br)c3)=NO2)CN1C(=O)c1ccc(Br)cc1 (stereo not given in full)	i	i	-1.2
Cc1cccc(N(CC(=O)NCC2CCCO2)C(=O)CNS(=O)(=O)c2ccc(Cl)cc2)c1 (stereo not given)	i	i	0.0
OCCNc1c2ccccc2nc2ccccc12	6.32*	i	4.6
CC1(C)C=C(c2ccc(C=O)s2)CC(C)(C)N1C=O	i	i	1.0
Cc1cccc(C(=O)NCCC(=O)Nc2ccc(C#N)cc2)c1	i	i	-1.7
N=C(N)SCCN	i	i	-0.1
CCNc1ccc(Br)cc(C(=O)/C=C/c2ccccc2Cl)c1=O	i	i	-0.3
CC1CCCN(C(=O)COC(=O)CNC(=O)c2ccc(Br)cc2)C1 (stereo not given)	i	i	-0.6
O=C(C1CCN(c2nnc(-n3cccc3)s2)CC1)N1CCCCC1	i	i	0.1
Cn1cc(CN2CCC(C(=O)Nc3ccc(Oc4ccccc4F)cc3)CC2)cn1	i	i	nt
CCOC(=O)C1(Cc2ccccc2C(F)(F)F)CCN(C2CCN(C(C)=O)CC2)CC1	i	i	-1.7
COc1ccccc1NC(=O)NCCC1=CCCCC1	i	i	2.4
COc1ccc(C(=O)N2CCC(C(=O)O)CC2)c2ccccc12	i	i	-0.8
O=C(COc1ccccc1)N1CCN(c2ccccc2)CC1	i	i	-0.8
CCCN1C(=O)/C(=C2\SC(N3CCCCC3)=NC2=O)c2ccccc21	i	i	0.5
CNC(=O)COC(=O)c1ccc(Cl)c(S(N)(=O)=O)c1	i	i	-0.6
COCCNC(=O)c1ccc2nc(Cc3ccc(OC)c(OC)c3)oc2c1	i	i	-0.6

# (more compounds)
canonical_smiles	CHT PAM	CHT inh	STK33 inh
COc1ccc(N(C(=O)c2cnccn2)C(C(=O)NC2CCCCC2)c2ccccc2)cc1 (stereo not given)	i	i	0.1
O=[N+]([O-])c1ccc(/C=N/Nc2ccnc3cc(Cl)ccc23)o1	i	i	1.1
O=C(c1ccco1)N1CCN(C(c2ccccc2F)c2nnnn2CC2CCCO2)CC1 (stereo not given)	i	i	-2.3
O=C(CSc1nnc(-c2ccccc2O)o1)Oc1ccc(OCc2ccccc2)cc1	i	i	0.0
CC1(C)Cc2c(cnn2-c2ccccc2)C(=O)/C1=N\NC(=O)c1ccncc1	i	i	2.8
CCN1C(=O)N[C@@H](CCc2ccccc2)[C@@H](C(=O)OC)[C@H]1C	i	i	-1.2
Cc1cc(C(=O)N2CCC(Cc3ccccc3)CC2)ccc1[N+](=O)[O-]	i	i	-1.7
O=C(c1cc2cc(F)ccc2[nH]1)N1CCN(C(=O)c2ccco2)CC1	i	i	1.1
Cc1ccccc1-n1c(-c2ccc3ccccc3n2)n[nH]c1=S	i	i	0.0
Cc1oc(-c2ccccc2)nc1CS(=O)CC(=O)N1CCc2ccccc2C1 (stereo not given)	i	i	-0.5
CCOC(=O)/C(N=Nc1c(C)n(C)n(-c2ccccc2)c1=O)=C(/O)c1ccccc1	i	i	-1.0
COc1ccc(-c2[nH]nc3c2C(c2ccoc2)C(C#N)=C(N)O3)cc1 (stereo not given)	i	i	0.0
C/C(=N\NS(=O)(=O)c1ccc(Br)cc1)c1ccncc1	i	i	2.8
CCOc1ncccc1C(=O)Nc1cccc(C(=O)Nc2cccc(S(=O)(=O)CCO)c2)c1	i	i	4.2
Cc1ccc(-c2nc3ncccc3o2)cc1NC(=O)COc1ccccc1	i	i	-1.7
COCCNC(=O)c1ccccc1NC(=O)CSc1ccc(C)cc1	i	i	-1.2

# Record cards, as listed above.
# `CCOc1ncccc1C(=O)Nc1cccc(C(=O)Nc2cccc(S(=O)(=O)CCO)c2)c1` across the screens: CHT PAM: i; CHT inh: i; STK33 inh: 4.2
# `COCCNC(=O)c1ccccc1NC(=O)CSc1ccc(C)cc1` across the screens: CHT PAM: i; CHT inh: i; STK33 inh: -1.2

# (further entries)
canonical_smiles	CHT PAM	CHT inh	STK33 inh
Cc1ccc2nc(SCC(=O)NCc3ccco3)c(C#N)cc2c1	i	i	-0.8
COC(=O)Cc1cc(=O)n(-c2nc3ccccc3s2)[nH]1	i	i	-2.8
CC(Sc1nnc(-c2ccc(Cl)cc2Cl)n1Cc1ccccc1)C(=O)Nc1nccs1 (stereo not given)	7.14*	i	-0.6
COc1ccc(/C=N/NC(=O)CN(C2=NS(=O)(=O)c3ccccc32)c2ccccc2)cc1OC	i	i	-0.2
Cc1ccccc1NC(=O)Cc1nc(COC(=O)/C=C/c2ccccc2)cs1	i	i	-0.9
O=c1/c(=C/c2ccc(O)cc2)sc2nc3cc(Br)cnc3n12	i	i	-0.1
O=C(NCCCNc1ccc(C(F)(F)F)cc1[N+](=O)[O-])c1ccc(F)cc1	i	i	-0.7
Cn1ccnc1SCC(=O)Nc1cccc(O)c1	i	i	-0.5
NS(=O)(=O)c1ccc(NC(=O)COc2ccc(C(=O)c3ccc(F)cc3)cc2)cc1	i	i	0.3
O=C(Cn1ncc2c3ccccc3n(Cc3ccccc3)c2c1=O)NCCN1CCOCC1	i	-14.8*	-1.4
Nc1nnc(SCC(=O)Nc2cccnc2Cl)s1	i	i	-1.9
Cc1ccc(N2C(=O)C3CCC(c4ccccc4)CC3C2=O)cc1 (stereo not given)	i	i	-0.5
COc1ccc(NC(=O)CC2C(=O)N(c3ccc(OC)cc3)C(=O)N2CCN2CCN(C)CC2)cc1 (stereo not given)	i	i	-1.3
COc1ccc(NC(=O)Cn2nnc(C(=O)NCc3ccccc3OC)c2N)cc1Cl	i	i	0.6
COc1cccc(NC(=O)NCc2ccccn2)c1	i	i	0.3
Cc1cc2nc(SCCOC(=O)Nc3cccc(Cl)c3)nc(C)c2cc1C	i	i	-1.0
CC(=O)Nc1ccc(-c2nc3ccccc3o2)cc1	i	i	-0.8
COc1cccc(/C=N/Nc2ccc([N+](=O)[O-])cn2)c1O	i	i	-0.1
CCNc1nc(NCC)n2c(SC(C(=O)Nc3cc(C)ccc3C)c3ccccc3)nnc2n1 (stereo not given)	i	i	1.4
CC1(C)c2ccccc2N2CCC(=O)NC21/C=C/c1ccco1 (stereo not given)	i	i	-0.6
COCCNC(=O)CSc1cc(-c2ccccc2)c2ccc(OC)cc2n1	i	i	-2.1
Cc1ccc(S(=O)(=O)N(Cc2ccccc2Cl)C(=O)N2CCN(C)CC2)cc1	i	i	-0.9
O=C(Nc1cccnc1)c1cccnc1	i	i	-1.5
O=C(NCCc1ccc(Cl)cc1)c1cccc(N2CCCC2=O)c1	i	i	-0.6
O=C(NC1CCSC1=O)c1ccc(Oc2ccc(F)cc2)nc1 (stereo not given)	i	i	-0.4
